From PubChem
KCNQ1 block = blocks the human KCNQ1 potassium channel; hit rate 1.3% among 310,000; B-score at 10 µM; AID 2642; P51787; CHO-K1 KCNQ1, FluxOR thallium flux fluorescence; stronger effect = higher value;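 active = compounds whose thallium flux B-score, printed positive for inhibition, exceeds three library SD while starting fluorescence stays within three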;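 also: channel opened by potassium depolarization with thallium stimulus after 20 min compound exposure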
KCNQ1 pot = potentiators or activators of human KCNQ1 potassium channel | CHO-K1 KCNQ1, thallium flux FluxOR fluorescence; stronger effect = higher value | P51787 | hit rate 0.35% among 310,000 | B-score at 10 µM;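 active = fluorescence ratio B-score, a plate-corrected score, at least three library SD, with initial intensity B-score within 5 SD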
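Material: CHO-K1 cells stably expressing KCNQ1. Medium: assay buffer for compound exposure, DMSO matched across wells. Reagent: K+/Tl+ depolarizing stimulus. Compound dosing: single-concentration screen. Times: 37 °C overnight plating, 90-min dark dye load, 20-min compound pretreatment. Technique: FluxOR Tl+ flux fluorescence.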
Dyrk1A ADPGlo = blocks rat Dyrk1A kinase activity; Q63470; ADP-Glo luminescence, NFATc1 peptide; inhibition, % at 12.5 µM; hit rate 0.43% among 310,000; in the data active = inhibition above about 50%;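 also: plate controls were vehicle with enzyme for no effect and no enzyme for full effect; many of its hits are not listed in these tables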
TRPC4 PAM = TRPC4 (mouse) allosteric potentiation. hit rate 0.42% among 310,000. HEK293 TRPC4beta/mu-opioid, DAMGO EC20, Fluo-4 Ca2+ flux; stronger effect = higher value. Q9QUQ5. AID 2227. B-score at 10 µM;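 active = B-score of calcium response area above 5 SD of library B-scores, with initial fluorescence ratio within 5 SD of library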;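 also: B-score of integrated fluorescence ratio over time as area under calcium response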
TRPC4 agonist = TRPC4 (mouse) channel activation; HEK293 TRPC4beta/mu-opioid, Fluo4 calcium fluorescence; stronger effect = higher value; B-score at 10 µM; hit rate 0.49% among 310,000;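 active = B-score above 5 SD of library B-scores, and initial fluorescence ratio not above library mean plus 5 SD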;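 also: positive B-score marks a calcium rise read as TRPC4 activation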
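Incubation: 45 min room-temperature Fluo4 loading, 110 s read / System: HEK293 cells stably co-expressing mouse TRPC4beta and mu-opioid receptor / Signal: Fluo4 fluorescence, kinetic / Control set: buffer (low) and maximal DAMGO (high) / Measure: integrated baseline-normalised fluorescence ratio, converted to per-well B score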
TRPC4 inh = TRPC4 (mouse) channel inhibition | B-score at 10 µM | Q9QUQ5 | AID 2247 | hit rate 0.39% among 300,000 | HEK293 TRPC4beta/mu-opioid, DAMGO-evoked Fluo4 calcium flux; stronger effect = lower value;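 active = B-score over 3 SD under the library average, no early fluorescence shift, positive overall ratio signal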
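Test system – stable TRPC4beta/mu-opioid receptor HEK293 cells · Probe or stimulus – DAMGO, a submaximal dose followed by a maximal one · Dosing – one concentration per compound · Signal – Fluo4 calcium fluorescence by kinetic imaging, 5 s 1 Hz baseline · Evaluation – per-well B score of integrated baseline-normalized Fluo4 ratio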
KCNK3 block = human KCNK3 channel inhibition, primary screen; O14649; CHO-KCNK3 thallium flux, FluxOR fluorescence; stronger effect = lower value; B-score at 10 µM; hit rate 0.84% among 340,000;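 active = B-score under library mean minus 4 SD, starting fluorescence ratio at most library mean plus 5 SD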;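 also: more negative B-score means stronger inhibition of thallium flux through KCNK3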
Target sequence (O14649 whole entry, looked up): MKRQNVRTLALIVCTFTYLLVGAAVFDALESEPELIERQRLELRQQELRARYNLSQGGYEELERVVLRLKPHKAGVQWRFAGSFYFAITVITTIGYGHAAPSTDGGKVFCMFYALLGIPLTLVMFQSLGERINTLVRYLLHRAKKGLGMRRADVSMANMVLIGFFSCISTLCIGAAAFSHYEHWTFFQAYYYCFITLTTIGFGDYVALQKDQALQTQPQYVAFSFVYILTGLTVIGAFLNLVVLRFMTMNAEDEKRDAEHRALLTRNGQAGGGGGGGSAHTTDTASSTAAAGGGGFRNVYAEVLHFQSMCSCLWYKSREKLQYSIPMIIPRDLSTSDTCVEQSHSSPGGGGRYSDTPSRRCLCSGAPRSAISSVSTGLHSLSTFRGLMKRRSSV
hERG rescue = compounds protecting human hERG from proarrhythmic drug block. hit rate 0.51% among 310,000. activation (rescue from dofetilide block), less the hit threshold, % at 10 µM. CHO-hERG, FluxOR thallium flux, dofetilide IC70 present. AID 1511. Q12809;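 active = activation above the mean of controls blocked by dofetilide plus 5 SD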;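 also: thallium influx through hERG after potassium depolarization seen as dye fluorescence rise; in these data hits start at about 4.7%; inactives centre near -7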
Platelet DG rel = platelet dense granule release activity; human platelet-rich plasma, SFLLRN dense granule ATP release, luminescence; inhibition, %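 (compounds screened at 7.5 µM in platelet-rich plasma)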; hit rate 0.22% among 300,000;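 active = mean replicate score, as percent of positive control, at or above 50; inconclusive = mean below 50 but at least one replicate at or above 50; inactive = mean and every replicate below 50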
KCNK9 inh = blocks the human KCNK9 two-pore domain potassium channel; Q9NPC2; HEK293 KCNK9, FluxOR thallium flux fluorescence; stronger effect = lower value; B-score at 10 µM; hit rate 1.2% among 310,000; AID 488922;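 active = ratio B-score over 3 SD below the library mean, with starting fluorescence within 5 SD of its mean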;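 also: negative B-score means less thallium flux so channel inhibition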
Target sequence (Q9NPC2 whole entry, looked up, the tested form may be a part): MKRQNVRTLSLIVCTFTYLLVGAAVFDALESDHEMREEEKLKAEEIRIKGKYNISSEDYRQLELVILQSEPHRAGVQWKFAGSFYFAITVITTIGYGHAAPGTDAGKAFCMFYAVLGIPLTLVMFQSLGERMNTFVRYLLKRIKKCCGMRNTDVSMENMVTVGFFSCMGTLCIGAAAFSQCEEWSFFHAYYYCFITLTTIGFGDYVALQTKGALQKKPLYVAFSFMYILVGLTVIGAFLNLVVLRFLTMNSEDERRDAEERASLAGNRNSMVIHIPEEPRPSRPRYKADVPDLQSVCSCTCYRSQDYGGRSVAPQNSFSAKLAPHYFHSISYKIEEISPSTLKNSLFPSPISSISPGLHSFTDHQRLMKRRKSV
PolyA inhibitor = yeast polyadenylation inhibition; S. cerevisiae SKY197-pL101 polyadenylation reporter, beta-gal luminescence; efflux-impaired pdr1/pdr3 knockout yeast; score 100 = 6 SD above DMSO; calls only at 12 µM; hit rate 0.02% among 300,000;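 active = lowest replicate activity score at least 50, where 100 means six control SD above control mean; inconclusive = lowest score under 50 but half or more replicates reach 50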;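 also: yeast exposed to compound for 9 h at 30 °C; higher score means more reporter readthrough which indicates perturbed polyadenylation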
* = called active by the depositor; i = inactive; ? = inconclusive; · = no result given.

SMILES	KCNQ1 block	KCNQ1 pot	Dyrk1A ADPGlo	TRPC4 PAM	TRPC4 agonist	TRPC4 inh	KCNK3 block	hERG rescue	Platelet DG rel	KCNK9 inh	PolyA inhibitor
COc1ccc(C2N(c3ccc(C)cc3)CCN2c2ccc(C)cc2)cc1O	i	i	-8	i	i	i	i	-9	5	i	i
O=C(OC(c1ccccc1)c1nccc2ccccc12)c1cc([N+](=O)[O-])cc([N+](=O)[O-])c1 (configuration not stated)	i	i	-1	i	i	i	i	-6	-4	i	i
CCOC(=O)C1CCN(C(=O)c2oc3ccc(S(=O)(=O)N4CCCCCC4)cc3c2C)CC1	i	i	-8	i	i	i	i	-7	1	i	i
Cc1c(-c2ccc(F)cc2)nc(N)c(C#N)c1-c1ccco1	i	i	1	i	i	i	i	-8	-1	i	i
Cc1ccc(S(=O)(=O)NC(C(=O)OCC(=O)NC2CCS(=O)(=O)C2)C(C)C)cc1 (configuration not stated)	i	i	-1	i	i	i	i	-14	13	i	i
CCCCNC(=O)NNC(=O)c1ccc(F)cc1	i	i	1	i	i	i	i	-8	4	i	i
CC(=O)Nc1ccc(NC(=O)CSc2nnc(NC(=O)Cc3ccc(F)cc3)s2)cc1	i	i	-6	i	i	i	i	-8	1	i	i
CC(C)c1nc(=S)c2ccccc2[nH]1	i	i	22	i	i	i	i	-4	8	i	i
CC(=O)N1CC2(C)CN(C(C)=O)CC(C)(C1)C2=O	i	i	-13	i	i	i	i	-2	-1	i	i
CC(C)Oc1ccc(Cc2cnc(N)nc2N)cc1	i	i	4	i	i	i	i	-12	-1	i	i
O=C(CCCN1C(=O)CSc2ncccc21)N1CCN(Cc2ccccc2)CC1	i	i	2	i	i	i	i	-4	8	i	i
CCOc1ccc(C2CC(c3ccc(OC)c(OC)c3)n3nc(N)nc3N2)cc1 (configuration not stated)	i	i	-5	i	i	i	i	-1	-2	i	i
CN1CCC(CO)(Cc2ccccc2)CC1	i	i	3	i	i	i	i	-19	-1	i	i
CN1CCN(c2nc(-c3ccco3)cc(C(F)(F)F)n2)CC1	i	i	-2	i	i	i	i	-7	-1	i	i
Cc1c(Cl)cccc1NC(=S)NCCc1ccc(C(F)(F)F)cc1	7*	i	·	i	i	i	i	-10	10	i	i
COc1ccc(N=Cc2nc(-c3ccco3)oc2O)cc1	i	i	4	i	i	i	i	-4	-7	i	i
NC(=O)C1CCN(C(=O)/C=C/c2ccco2)CC1	i	i	2	i	i	i	i	-10	-3	i	i
O=C([O-])c1ccccc1-[n+]1c(-c2ccccc2)cc(-c2ccccc2)cc1-c1ccccc1	i	i	-3	i	i	i	i	-14	17	i	i
O=C(O)Cn1c(=O)c2c3c(sc2n(Cc2ccc(Cl)cc2Cl)c1=O)CCCC3	i	i	-2	i	i	i	i	-10	2	i	i
CCOc1ccccc1NC(=O)CNC(=O)CNC(=O)Cc1ccccc1	i	i	-4	i	i	i	i	-4	-2	i	i
O=C(O)CN1C(=O)/C(=C\c2cccc(OC(=O)c3ccco3)c2)SC1=S	i	i	1	i	i	i	i	-8	-7	i	i
CC(/C=N/NC(=O)Cc1cccn1C)=C\c1ccccc1	i	i	-4	i	i	i	i	-4	-2	i	i
O=C1CSC(=S)N1/N=C/c1cccc(C(F)(F)F)c1	i	i	4	i	i	i	i	-5	-4	i	i
CCCC[n+]1c(C)sc2ccc(C)cc21	i	i	2	i	i	i	i	-17	-1	i	i
CCc1cc2c(=O)c(Oc3ccccc3)c(C)oc2cc1O	i	i	-8	i	i	i	i	-8	0	i	i
SMILES	KCNQ1 block	KCNQ1 pot	Dyrk1A ADPGlo	TRPC4 PAM	TRPC4 agonist	TRPC4 inh	KCNK3 block	hERG rescue	Platelet DG rel	KCNK9 inh	PolyA inhibitor
CCOC(=O)CSc1nc2cc(S(=O)(=O)N3CCOCC3)ccc2n1CC	i	i	-3	i	i	i	i	-13	1	i	i
COc1cccc(-c2nnc(SCC(=O)Nc3ccc(OC)c(OC)c3)n2N)c1	i	i	5	i	i	i	i	-9	1	i	i
O=C(COc1ccc(S(=O)(=O)NCc2ccccc2)cc1)N1CCOCC1	i	i	3	i	i	i	i	-2	5	i	i
O=C(CSc1nc2ccccc2o1)N1CCN(c2ccccc2)CC1	i	i	·	i	i	i	i	-9	-6	i	i
O=c1[nH]c(COc2ccc(Cl)cc2Cl)nc2ccccc12	i	i	0	i	i	i	i	-9	3	i	i
Cc1ccccc1/C=C/c1nc2ccccc2c(=O)n1CCc1ccccc1	i	i	17	i	i	i	i	-7	-4	-11*	i
COCCNC(=O)C1(C(F)(F)F)CC(CCCO)CCCO1 (configuration not stated)	i	i	1	i	i	i	i	-8	-2	i	i
CCNC(=O)CC1SC(=Nc2cccc(Cl)c2C)N(C)C1=O (configuration not stated)	i	i	-5	i	i	i	i	-18	13	i	i
CCOC(=O)C1(CC2CC2)CCN(C(=O)c2cc(C3CC3)nc3ccccc23)CC1	i	i	0	i	i	i	i	-13	10	i	i
Cc1cccc(C)c1NC(=O)CSc1nnc(Cc2ccccc2)o1	i	i	-3	i	i	i	i	0	-2	i	i
CCOC(=O)C1=NOC(Cn2cc(C#N)c(=O)n(C)c2=O)C1 (configuration not stated)	i	i	0	i	i	i	i	-6	4	i	i
O=C(c1ccc2c(c1)OCO2)[C@@H]1[C@@H]2C(=O)N(C3CCCCC3)C(=O)[C@@H]2C2c3ccccc3C=CN21 (some centres not stated)	i	i	9	i	i	i	i	-23	1	i	i
CCC(CC)c1nnc(NC(=O)CCc2ccc(OC)cc2)s1	i	i	-6	i	i	i	i	-6	1	i	i
COc1ccccc1-c1n[nH]c2c1[C@H](C)CC[C@H]2C(C)C	i	i	-1	i	i	i	i	-7	-6	-6.7*	i
CN1CCN(S(=O)(=O)c2cccc([N+](=O)[O-])c2)CC1	i	i	19	i	i	i	i	-10	?	i	·
COc1cc2c(cc1OC)C(c1ccccc1O)NCC2 (configuration not stated)	i	i	14	i	i	i	i	-10	2	i	i
N#Cc1nc(COc2ccc(Cl)cc2)oc1N1CCN(Cc2ccccc2)CC1	i	i	-3	i	i	i	i	-14	-13	i	i
COC(=O)CSc1nc(C)c(C(=O)Nc2ccccc2C)c(-c2ccc(Cl)cc2)c1C#N	i	i	-6	i	i	i	i	-8	-3	i	i
Cc1ccc(NC(=S)N(CCN2CCOCC2)Cc2cc3cc4c(cc3[nH]c2=O)OCCO4)cc1	i	i	-6	i	i	i	-8.9*	-12	4	i	i
CCOc1ccccc1C(=O)Nc1ccc(-n2nncc2C(C)(C)C)cc1	i	i	·	i	i	i	i	-5	0	i	i
CC(C)c1ccccc1NC(=O)COC(=O)CCN1C(=O)/C(=C\C=C\c2ccccc2)SC1=S	i	i	-8	i	i	i	i	-9	-1	i	i
CC(C)n1c(=O)c2c(O)cc(=O)oc2c2ccccc21	i	i	39	i	i	i	i	-14	4	i	i
Cc1nc(-c2ccc(S(=O)(=O)N3CCN(Cc4ccccc4)CC3)s2)cs1	i	i	-6	i	i	i	i	-10	-8	i	i
Cc1cc(C(C)(C)C)cc(S(=O)(=O)Nc2ccc(C(=O)O)cc2)c1C	i	i	-5	i	i	i	i	-12	1	i	i
COc1ccc(OC)c(Nc2nc(-c3sc(NC(=O)CC(C)C)nc3C)cs2)c1	i	i	-7	i	i	i	i	-8	5	-16*	i
SMILES	KCNQ1 block	KCNQ1 pot	Dyrk1A ADPGlo	TRPC4 PAM	TRPC4 agonist	TRPC4 inh	KCNK3 block	hERG rescue	Platelet DG rel	KCNK9 inh	PolyA inhibitor
O=C1NN(c2ccc(Cl)c(Cl)c2)C(=O)/C1=C/c1cccc(OC(=O)c2cccs2)c1	i	12*	·	i	i	i	·	-16	0	i	i
CCOC(=O)c1c(C)[nH]c(C(=O)OCCOc2ccc(Cl)cc2)c1C	i	i	-3	i	i	i	i	-7	-8	i	i
CC(C)(CNS(=O)(=O)c1ccc(F)cc1)CNS(=O)(=O)c1ccc(F)cc1	i	i	-3	i	i	i	i	-15	5	i	i
Cc1ccc(NC(=O)CCCc2c[nH]c3ccccc23)nc1	i	i	-2	i	i	i	i	-7	-9	i	i
CCN(CC)S(=O)(=O)c1ccc(C)c(NC(=O)Cn2cnc3cc([N+](=O)[O-])ccc3c2=O)c1	i	i	2	i	i	i	i	-13	-1	i	i
O=C(/C=C/c1ccc([N+](=O)[O-])cc1)NCC1CCCO1 (configuration not stated)	i	i	-3	i	i	i	i	-3	0	i	i
COc1cccc(C(=O)Nn2cnnc2)c1OC	i	i	·	i	i	i	i	-8	-2	i	i
Cc1ccc(NC(=O)Nc2ccc(Cl)c(Cl)c2)nc1	i	i	0	i	i	i	i	-4	22	i	i
CCc1c(C)nc2cc(-c3ccc(Cl)cc3)[nH]n2c1=O	i	i	-4	i	i	i	i	-3	9	i	i
CCOC(=O)C1=C(C)NC(=O)NC1/C=C/c1ccccc1 (configuration not stated)	i	i	·	i	i	i	i	2	-4	i	i
O=C(CSc1ccc2nnc(-c3cccc(F)c3)n2n1)NCc1ccco1	i	i	2	i	i	i	i	-13	-1	i	i
COc1cc(/C=C/C(=O)c2c(O)cc(C)oc2=O)cc(OC)c1O	i	i	6	i	i	i	i	-6	4	i	i
O=C(CSc1ncn[nH]1)NCCC(c1ccccc1)c1ccccc1	i	i	-1	i	i	i	i	-5	-4	i	i
O=C(CN1CCN(c2ccccc2)CC1)Nc1ccc2c(c1)CCC2	i	i	-9	i	i	i	i	-10	7	i	i
CCN(C(=O)c1cc2c(C)nc3ccccc3c2o1)c1cc(Cl)ccc1OC	i	i	12	i	i	i	i	-10	3	i	i
COC(=O)c1ccccc1NC(=O)c1cc(-c2cccs2)on1	i	i	5	i	i	i	i	-8	8	i	i
CC(C)[C@H](NC(=O)C1CC(=O)N(c2ccc3c(c2)OCO3)C1)C(=O)NC1CCCC1 (some centres not stated)	i	i	0	i	i	i	i	-5	-1	i	i
COc1cccc(NC(=O)CSc2nc3ccccc3n2C)c1	i	i	3	i	i	i	i	-6	4	i	i
O/N=C\c1cnc(N2CCN(c3ccccc3)CC2)s1	i	i	10	i	i	i	i	-4	3	i	i

Not all compounds are listed. The share of hits here may be higher or lower than overall.
